AmpC inh no detg – AmpC beta-lactamase inhibition without detergent; Potency, µM (doses to about 57.1 µM), inactives show at the top dose activity change, negative = inhibition, most hits filed as inhibitors; 0.52% of 330,000 active; P00811; AmpC nitrocefin hydrolysis, absorbance 480 nm, 0.0001% Triton;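 further: potency means the concentration at half of the fitted maximal effect; plate controls were no compound for no effect and no enzyme for full effect; nearly all actives have a fitted effect of over 20% in size; some results filed as inactive show a strong effect at the top dose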
Target sequence (P00811 whole entry, looked up): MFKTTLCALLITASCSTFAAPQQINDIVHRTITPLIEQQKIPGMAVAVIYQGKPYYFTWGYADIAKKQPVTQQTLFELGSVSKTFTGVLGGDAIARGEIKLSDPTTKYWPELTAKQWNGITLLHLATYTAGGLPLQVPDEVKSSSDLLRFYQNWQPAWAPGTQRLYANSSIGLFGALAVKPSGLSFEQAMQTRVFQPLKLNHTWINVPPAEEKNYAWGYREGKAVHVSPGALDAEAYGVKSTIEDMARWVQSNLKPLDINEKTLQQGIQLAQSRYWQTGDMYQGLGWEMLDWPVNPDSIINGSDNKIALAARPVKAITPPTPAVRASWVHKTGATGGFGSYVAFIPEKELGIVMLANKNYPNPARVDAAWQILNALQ
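20 mM phosphate pH 7.0 + 0.01% (detergent screen) or 0.0001% Triton X-100; 5.3 nM AmpC reagent; cpd preinc 15 min RT; nitrocefin (800 uM stock) to start; A480 q20 s × 4 min; Activity was normalised to no-enzyme and no-compound control wells.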
AMA1 RON2 block – disrupts binding of P. falciparum AMA1 to RON2 | AlphaScreen AMA1-biotinylated RON2 peptide binding | Potency, µM (highest dose often 58.2 µM), inactives show top-dose activity change, negative = inhibition, most hits filed as inhibitors | 0.2% of 360,000 active;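 further: potency means the concentration at half of the fitted maximal effect; 0% = vehicle wells and -100% = peptide control; nearly all actives have a fitted effect of over 45% in size; some results filed as inactive show a strong effect at the top dose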
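AMA1 (3D7) with his tag at 25 nM final met compounds first, then biotinylated RON2 peptide at 25 nM; detection used donor plus acceptor beads, 10 µg/mL apiece, read by AlphaScreen after 30 min at room temperature.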
LmPK inhibitor – inhibitors of Leishmania mexicana pyruvate kinase. Q27686. purified LmPK, Kinase-Glo ATP luminescence, 1 h. Potency, µM (series often up to 57.5 µM), inactives show top-dose activity change, negative = inhibition, most hits filed as inhibitors. 0.37% of 290,000 active. AID 1721; further: potency means the concentration at half of the fitted maximal effect
Target sequence (Q27686 whole entry, looked up): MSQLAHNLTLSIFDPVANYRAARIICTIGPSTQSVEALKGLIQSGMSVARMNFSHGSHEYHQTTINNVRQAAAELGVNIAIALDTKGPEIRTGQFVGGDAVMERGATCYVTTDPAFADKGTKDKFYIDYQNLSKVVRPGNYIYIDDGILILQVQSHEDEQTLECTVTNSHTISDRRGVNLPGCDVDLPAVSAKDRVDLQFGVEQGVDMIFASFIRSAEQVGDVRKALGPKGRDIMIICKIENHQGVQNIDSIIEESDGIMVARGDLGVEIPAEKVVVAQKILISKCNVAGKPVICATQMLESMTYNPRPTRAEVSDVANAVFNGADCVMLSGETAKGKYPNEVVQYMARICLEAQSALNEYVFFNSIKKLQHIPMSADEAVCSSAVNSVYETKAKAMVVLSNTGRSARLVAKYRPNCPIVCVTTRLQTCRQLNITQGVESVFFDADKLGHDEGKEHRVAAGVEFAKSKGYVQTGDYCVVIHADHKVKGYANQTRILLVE
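Screened at intermediate enzyme activity to detect both inhibitors and activators: LmPK at 0.1 nM, with a 0.5 nM enzyme column as activation reference. PEP 0.5 mM, ADP 0.1 mM; ATP detected by luminescence after 1 h.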
TbPYK inhibitor – inhibitors of Trypanosoma brucei pyruvate kinase | TbPYK enzyme, Kinase-Glo Plus ATP luminescence, 45 min | Q57TT1 | AID 624173 | Potency, µM (top dose mostly 76.8 µM), for inactives: top-dose activity, negative = inhibition, actives largely listed as inhibitors | 0.12% of 410,000 active; further: potency means the concentration at half of the fitted maximal effect; nearly all actives have a fitted effect of over 50% in size
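Quantitative HTS: titrated library compounds versus trypanosomal pyruvate kinase in TEA buffer (pH 7.2) containing KCl, MgCl2, BSA and Tween-20. Reactions were initiated with ADP, 130 uM final. Kinase-Glo Plus luminescence was read after 45 min at RT.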
HCMV inh – inhibitors of human cytomegalovirus | activity change, negative = inhibition, % at 57.5 µM | HFF cells, HCMV-luciferase reporter, 72 h; hits give low values | 4.5% of 410,000 active; in the data active means activity change below about -60%; inconclusive means no clear call, values can overlap the other calls; inactive means above about -39%
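Inhibition of viral replication was scored as loss of reporter luminescence in HFFs infected with HCMV-luciferase (MOI 1 PFU/cell) for 72 h; compounds tested at 2 doses, normalized to buffer and Salinomycin controls.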
Sm TGR block – inhibitors of Schistosoma mansoni thioredoxin glutathione reductase. Q962Y6. purified TGR, DTNB reduction, TNB absorbance 405 nm. Potency, µM (doses to about 114 µM), for the others: at the top dose activity change, negative = inhibition, usual class: inhibitors. 3% of 360,000 active. AID 485364; further: potency means the concentration at half of the fitted maximal effect; nearly all actives have a fitted effect of over 60% in size
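Kinetic colorimetric format: TGR-catalysed, NADPH-driven DTNB reduction monitored via TNB absorbance. Enzyme dispensed at 20 nM; compound exposure 15 min at room temperature before reaction start.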
AmpC inh detg – inhibitors of E. coli AmpC beta-lactamase with detergent; P00811; AmpC hydrolysis of nitrocefin, absorbance 480 nm, 0.01% Triton; Potency, µM (titrated, usually from 114 µM), for inactives: at the top dose activity change, negative = inhibition, hits mostly inhibitors; 0.041% of 370,000 active; AID 485294;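 further: potency means the concentration at half of the fitted maximal effect; 0% = no-compound wells and -100% = no-enzyme wells; nearly all actives have a fitted effect of over 25% in size; some results filed as inactive show a strong effect at the top dose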
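AmpC (5.3 nM in the dispensed reagent) in 20 mM phosphate pH 7.0 with 0.01% (detergent screen) or 0.0001% Triton X-100 was preincubated with compounds for 15 min at room temperature. Nitrocefin was then added from an 800 uM solution, and hydrolysis was followed at 480 nm.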
* = called active by the depositor; u = inconclusive; x = no result given; [ ] = dose if it differs, or a comment. Unless noted, the call rests on the fitted dose curve; in most records, active means well fitted curve in the direction sought with a large enough effect; inconclusive means small, poorly fitted or top-dose-only effect, or another doubt; inactive means no such curve, though single readings can be large; an effect the other way counts as inactive or inconclusive. Unless noted, on the % scale 0 is the no-effect control and ±100 the full control effect. Compounds were not picked by outcome. About 7.4% of those tested had a hit in this group.

Sample of the layout:
1: COc1ccc(C(=O)N2CCN(C(=O)c3ccco3)CC2)cc1
2: COc1ccccc1-n1cnc2cc(NS(=O)(=O)c3ccc(Br)cc3)ccc21

Assay by compound	1	2
AmpC inh no detg	-23%	-19%
LmPK inhibitor	-2%	4%
TbPYK inhibitor	-2%	-9%
HCMV inh	38	9
Sm TGR block	0%	-1%
AmpC inh detg	u	-3%
AMA1 RON2 block	-3%	-20%

Results, repeating the preview:
1: COc1ccc(C(=O)N2CCN(C(=O)c3ccco3)CC2)cc1
2: COc1ccccc1-n1cnc2cc(NS(=O)(=O)c3ccc(Br)cc3)ccc21
3: COc1ccc(OC)c(CN2CCN(C(=O)CNC(=O)c3ccc(C(C)(C)C)cc3)CC2)c1
4: COc1ccc(/C=C/C(=O)c2ccccc2)cc1COc1ccccc1F
5: COc1ccc(CCNC(=O)C(=O)NCC2OCCN2S(=O)(=O)c2ccccc2)cc1OC (stereo not given)

Assay by compound	1	2	3	4	5
AmpC inh no detg	-23%	-19%	271%[activator]	-28%	-2%
LmPK inhibitor	-2%	4%	x	3%	-7%
TbPYK inhibitor	-2%	-9%	-14%	4%	3%
HCMV inh	38	9	-28	-8	-27
Sm TGR block	0%	-1%	-12%	-7%	-25%
AmpC inh detg	u	-3%	-5%	-14%	-6%
AMA1 RON2 block	-3%	-20%	-13%	11%	-1%

The closing 4 compounds of the part above are carried over, then new ones follow.
2: COc1ccccc1-n1cnc2cc(NS(=O)(=O)c3ccc(Br)cc3)ccc21
3: COc1ccc(OC)c(CN2CCN(C(=O)CNC(=O)c3ccc(C(C)(C)C)cc3)CC2)c1
4: COc1ccc(/C=C/C(=O)c2ccccc2)cc1COc1ccccc1F
5: COc1ccc(CCNC(=O)C(=O)NCC2OCCN2S(=O)(=O)c2ccccc2)cc1OC (stereo not given)
6: COc1ccc(S(=O)(=O)N2CCC(C(=O)N3CCc4ccccc4C3)CC2)cc1Cl
7: CC1CCN(C(=O)CN2C(=O)c3ccccc3S2(=O)=O)CC1
8: CCOC(=O)C1(C)NC(c2ccccc2F)C2C(=O)N(CC)C(=O)C21 (stereo not given)
9: CCOC(=O)c1cccc(C2=CC(=O)CC(C)(C)C2)c1
10: O=C(Cn1c(=O)oc2cc(S(=O)(=O)N3CCCC3)ccc21)NC1CCCCC1

Assay by compound	2	3	4	5	6	7	8	9	10
AmpC inh no detg	-19%	271%[activator]	-28%	-2%	61%[activator]	-5%	-4%	13%	-20%
LmPK inhibitor	4%	x	3%	-7%	2%	-6%	2%	x	2%
TbPYK inhibitor	-9%	-14%	4%	3%	4%	-6%	2%	-4%	2%
HCMV inh	9	-28	-8	-27	-35	-16	-4	4	-6
Sm TGR block	-1%	-12%	-7%	-25%	-10%	-20%	1%[57.1 µM]	-1%	1%
AmpC inh detg	-3%	-5%	-14%	-6%	0%	-6%	0%	-1%	-4%
AMA1 RON2 block	-20%	-13%	11%	-1%	-4%	8%	3%	-5%	-2%

11: CN1CC[C@]23c4ccccc4N[C@H]1[C@]21CCN(C)[C@H]3Nc2ccccc21
12: N#Cc1ccc(OCCN2C(=O)NC3(CCSC3)C2=O)cc1 (stereo not given)
13: CCNC(=S)Nc1ccc(N2CCCCC2)cc1
14: COc1ccc(NC(=S)N(CCC(C)C)C(C)c2ccncc2)cc1 (stereo not given)
15: COc1ccc(S(=O)(=O)NC(=O)C2(C)CCN2C(=O)Cc2ccccc2)cc1OC (stereo not given)

Assay by compound	11	12	13	14	15
AmpC inh no detg	-22%	-17%	-11%	53%	x
LmPK inhibitor	x	-3%	-1%	2%	x
TbPYK inhibitor	0%	1%	0%	-4%	3%
HCMV inh	-35	58	42	-2	-25
Sm TGR block	0%	0%	-10%	7%	x
AmpC inh detg	u	-9%	-2%	5%	x
AMA1 RON2 block	-4%	-4%	-12%	0%	11%

16: O=C1C2C3c4ccccc4C(c4ccccc43)C2c2nc3ccccc3n21 (stereo not given)
17: Cc1cc(C)cc(N(C(=O)c2snc(C(N)=O)c2N)C(C(=O)NCC2CCCO2)c2ccc(C)o2)c1 (stereo not given)
18: COc1cc(C(c2c(O)nc(SC)[nH]c2=O)c2c(O)nc(SC)[nH]c2=O)cc(OC)c1OC
19: CN(C)c1ccc(/C=N/NC(=O)C[n+]2ccccc2)cc1
20: CCOc1ccc(N2CC(C(=O)Nc3ccc4c(c3)OCO4)CC2=O)cc1 (stereo not given)

Assay by compound	16	17	18	19	20
AmpC inh no detg	-13%	123%[activator]	-13%	x	-11%
LmPK inhibitor	1%	1%	18%	x	1%
TbPYK inhibitor	-6%	-10%	-3%	-8%	-1%
HCMV inh	-4	-3	-22	13	-64*
Sm TGR block	-6%	-13%	1.8µM*	x	6%
AmpC inh detg	-12%	3%	u	x	-6%
AMA1 RON2 block	2%	-12%	-2%	45%[activator]	-3%

21: Cc1ccc(S(=O)(=O)NC(N)=NCCc2ccc(Cl)cc2)cc1C
22: Brc1ccc2ncnc(Nc3ccc(N4CCOCC4)cc3)c2c1
23: CCN(CC)S(=O)(=O)c1cccc(C(=O)N[C@H](C(=O)OCC(=O)Nc2ccccc2)C(C)C)c1
24: COc1cc(C=O)ccc1OCc1ccncc1
25: CCCn1c(SCc2ccccn2)nc2c1c(=O)n(C)c(=O)n2C

Assay by compound	21	22	23	24	25
AmpC inh no detg	17%	10%	9%	6%	-1%
LmPK inhibitor	2%	-4%	-3%	1%	1%
TbPYK inhibitor	5%	-8%	-4%	3%	-2%
HCMV inh	36	-82*	45	x	-9
Sm TGR block	3%	2%	2%	2%	0%
AmpC inh detg	-3%	u	-1%	u	-10%
AMA1 RON2 block	7%	u	4%	15%	2%

26: c1cc2c(cc1C1CCCN1)OCCCO2 (stereo not given)
27: S=c1[nH]nc(-c2ccc3ccccc3n2)n1-c1ccccc1Cl
28: CN(C)c1ccc(NC(=O)CSc2nc(C3CC3)nc3ccccc23)cc1
29: COc1ccc(NC(=O)c2cccc3c2C(=O)N(CC2CCCO2)C3)cc1OC (stereo not given)
30: CCCN1C2CCCC1CC(NC(=S)NCCCOCC)C2 (stereo not given)

Assay by compound	26	27	28	29	30
AmpC inh no detg	0.22µM*	-20%	-18%	54%	0%
LmPK inhibitor	0%	28µM*	0%	-4%	6%
TbPYK inhibitor	3%	-11%	0%	-12%	13%
HCMV inh	-4	u	1	x	-28
Sm TGR block	u	0%	-28%	-13%	2%
AmpC inh detg	-2%	10%	-5%	0%	9%
AMA1 RON2 block	0%	55%[activator]	-4%	-9%	2%

31: Cc1ccc(-n2nc(C)c(C(=O)NCCCN3CCN(c4ccc(F)cc4)CC3)c2-n2cccc2)cc1
32: CCNC(=S)NNC(=O)c1cc(Br)cs1
33: C[C@H](CO)N1C[C@H](C)[C@@H](CN(C)Cc2ccc3c(c2)OCO3)Oc2c(NS(=O)(=O)c3cn(C)cn3)cccc2C1=O
34: CCOc1ccc(CNC(=O)c2[nH]c3ccccc3c2Sc2ccc(C)cc2)cc1
35: CC(C)(C)NC(=O)NCCc1ccccc1

Assay by compound	31	32	33	34	35
AmpC inh no detg	x	-8%	-16%	x	2%
LmPK inhibitor	x	1%	x	x	-6%
TbPYK inhibitor	4%	-3%	1%	-4%	-2%
HCMV inh	-70*	-36	-8	11	99
Sm TGR block	-13%	-6%	x	2%	3%
AmpC inh detg	u	-8%	x	18%	-13%
AMA1 RON2 block	x	25%	-3%	x	-2%

36: CCCS(=O)(=O)N1CCC(C(=O)Oc2ccc(OC)cc2)CC1
37: COc1ccc(N(CC(=O)NC2CCCCCC2)S(=O)(=O)c2c(C)nn(C)c2C)cc1
38: CC1CCCN(Cc2cn3c(-c4cccc(Br)c4)nnc3s2)C1 (stereo not given)
39: O=S(=O)(NC1CCCCCCC1)OCC(Cl)(Cl)Cl
40: COc1ccc(-c2oc3cc(O)c(OC)c(O)c3c(=O)c2OC)cc1

Assay by compound	36	37	38	39	40
AmpC inh no detg	20%	45%	x	-33%	-43%
LmPK inhibitor	-2%	0%	x	0%	-16%
TbPYK inhibitor	-2%	6%	0%	2%	-1%
HCMV inh	35	-15	8	4	109
Sm TGR block	11%	3%	-19%	-24%	11%
AmpC inh detg	u	-8%	0%	-6%	1%
AMA1 RON2 block	-11%	60%[activator]	x	11%	-4%

41: CCOc1ccccc1CNC(=O)c1cc2c(=O)n(Cc3cccnc3)ccc2nc1C
42: COc1ccc(/C=C/c2nc(S(=O)(=O)c3ccccc3)c(N(C)C)o2)cc1
43: CC1CCN(S(=O)(=O)c2ccc3ccccc3c2)CC1
44: CC(=O)c1ccc(N2CCN(S(=O)(=O)c3ccc(-c4coc(C)n4)cc3)CC2)cc1
45: CC(C)OC(=O)N(C)C[C@@H]1OCc2cnnn2CCCC(=O)N([C@H](C)CO)C[C@H]1C

Assay by compound	41	42	43	44	45
AmpC inh no detg	x	-5%	-17%	x	x
LmPK inhibitor	x	8%	-1%	x	x
TbPYK inhibitor	-4%	1%	0%	2%	-4%
HCMV inh	-24	-9	4	22	4
Sm TGR block	-3%	u	23%	-1%	x
AmpC inh detg	24%	4%	-2%	3%	x
AMA1 RON2 block	x	-13%	-22%	x	12%

46: CCOCCCNC(=O)c1c(C)[nH]c(C(=O)OCC)c1C
47: O=C(CNC(=O)c1ccc(N2CCCC2=O)cc1)Nc1ccc(F)c(F)c1F
48: O=C(COc1ccccc1Cl)Nc1ccc(S(=O)(=O)N2CCOCC2)cc1
49: COc1ccc(C(O)c2nc(-c3cc(F)cc(F)c3)cs2)cc1 (stereo not given)
50: Cc1ccc2oc(C(=O)N3CCN(Cc4ncccc4C)CC3)c(C)c2c1
51: COc1ccc(NC(=O)C2CCC(=O)N2)cc1 (stereo not given)
52: CN(C)c1ccc(CC(=O)N2CCCC(c3cc(C(=O)Nc4ccccc4)no3)C2)cc1 (stereo not given)
53: Cc1ccc(S(=O)(=O)N(C)CC(=O)Nc2ccc(C)cn2)cc1

Assay by compound	46	47	48	49	50	51	52	53
AmpC inh no detg	0%	-8%	-3%	x	134%[activator]	-22%	x	-15%
LmPK inhibitor	-3%	x	3%	x	-5%	1%	x	x
TbPYK inhibitor	0%	4%	-3%	0%	1%	-3%	0%	3%
HCMV inh	-15	-33	12	u	-20	-13	-6	-10
Sm TGR block	-2%	x	-15%	x	-2%	5%	x	-3%
AmpC inh detg	-10%	x	-8%	x	1%	-15%	x	u
AMA1 RON2 block	0%	15%	8%	8%	18%	18%	u	6%
